CHRM5 antagonist = blocks acetylcholine activation of human M5 receptor | CHO-hM5 cells, Fluo-8 calcium fluorescence, ACh EC80 | inhibition, % at 3 µM | 0.59% of 360,000 active | AID 624040;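 active means inhibition above a per-plate cutoff, the mean of that plate's test compounds plus 3 SD, cut at about 27% in these data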;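 further: 0% = acetylcholine EC80 with DMSO and 100% = DMSO without agonist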
Target sequence (P08912 whole entry, looked up): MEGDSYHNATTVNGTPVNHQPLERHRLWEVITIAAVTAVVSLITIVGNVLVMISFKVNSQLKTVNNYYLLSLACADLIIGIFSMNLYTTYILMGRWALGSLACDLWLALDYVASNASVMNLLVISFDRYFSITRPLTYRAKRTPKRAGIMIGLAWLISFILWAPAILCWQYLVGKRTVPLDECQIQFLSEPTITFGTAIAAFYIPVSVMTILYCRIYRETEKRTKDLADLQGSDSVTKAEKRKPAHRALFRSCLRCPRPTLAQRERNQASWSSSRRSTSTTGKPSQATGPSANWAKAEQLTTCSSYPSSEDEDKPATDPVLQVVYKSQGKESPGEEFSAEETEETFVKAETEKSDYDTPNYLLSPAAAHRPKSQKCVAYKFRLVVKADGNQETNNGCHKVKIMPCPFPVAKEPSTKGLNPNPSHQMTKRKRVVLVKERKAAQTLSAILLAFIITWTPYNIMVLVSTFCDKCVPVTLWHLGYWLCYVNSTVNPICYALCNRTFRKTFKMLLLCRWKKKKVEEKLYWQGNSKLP
CHRM5 agonist = CHRM5 agonism in calcium assay; P08912; activation, % at 3 µM; 0.19% of 360,000 active; AID 624037; CHO-K1 hM5 cells, Fluo-8 calcium fluorescence; 0% DMSO wells, 100% maximal acetylcholine response;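 active means activation above the run's mean over test compounds plus 3 SD, cut at about 23% in these data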;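 further: signal is peak over basal fluorescence ratio across the kinetic read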
M4 ag = CHRM4 agonism in calcium assay; P08173; CHO-K1 hM4/Gqi5, Fluo-8 calcium fluorescence; vehicle 0%, full acetylcholine response 100%; activation, % at 3 µM; 0.14% of 360,000 active; AID 624127;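 active means activation above the run mean over all test wells plus 3 SD, cut at about 32% in these data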;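 further: peak over basal fluorescence ratio per well then scaled between controls; 0% = DMSO wells and 100% = acetylcholine at EC100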
CHRM4 antagonist = CHRM4 antagonism in calcium assay; 0.73% of 360,000 active; CHO-hM4 cells, ACh EC80, Fluo-8 calcium fluorescence; inhibition, % at 3 µM; AID 624125;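 active means inhibition above its plate's cutoff, the mean inhibition of sample wells plus 3 SD, cut at about 27% in these data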;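 further: 0% = acetylcholine EC80 with DMSO and 100% = DMSO without agonist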
M1 PAM = positive allosteric modulators of human M1 muscarinic receptor; P11229; CHO-K1 hM1, Fluo-8 calcium fluorescence, ACh EC20; 0% = ACh EC20, 100% = maximal ACh; activation, % at 3 µM; 0.088% of 360,000 active; AID 588819; in the data active means activation above about 19%, passing the limit was not always enough
Target sequence (P11229 whole entry, looked up): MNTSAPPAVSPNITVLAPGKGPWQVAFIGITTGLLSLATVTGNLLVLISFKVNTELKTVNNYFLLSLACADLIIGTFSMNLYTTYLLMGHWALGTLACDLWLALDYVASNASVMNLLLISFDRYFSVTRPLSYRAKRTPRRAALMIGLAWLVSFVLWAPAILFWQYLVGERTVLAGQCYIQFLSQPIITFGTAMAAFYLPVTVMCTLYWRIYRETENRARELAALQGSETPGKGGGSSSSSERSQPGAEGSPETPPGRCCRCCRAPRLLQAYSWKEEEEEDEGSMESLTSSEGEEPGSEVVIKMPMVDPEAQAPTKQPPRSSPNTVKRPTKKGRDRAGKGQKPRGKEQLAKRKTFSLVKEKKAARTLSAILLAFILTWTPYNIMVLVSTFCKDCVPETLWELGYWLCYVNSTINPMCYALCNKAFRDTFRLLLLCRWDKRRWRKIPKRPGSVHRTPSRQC
CHRM5 PAM = positive allosteric modulators of human muscarinic M5 receptor | P08912 | 0.3% of 360,000 active | activation, % at 3 µM | CHO-K1 hM5, Fluo-8 calcium, ACh EC20 PAM; 0% = ACh EC20, 100% = ACh EC100 | AID 624038;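 active means activation above the run cutoff, the mean activation of all test compounds plus 3 SD, cut at about 18% in these data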
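Replicates: One well per compound, no replicates | System: Human M5 receptor in CHO-K1 cells | Benchmarks: Low control EC20 acetylcholine (0%), high control EC100 acetylcholine (100%) | Probe or stimulus: Acetylcholine, EC20 level | Times: Fluo-8 loading 80 min at 37 °C plus 30 min room temperature | Signal: Intracellular calcium via Fluo-8 fluorescence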
CRFBP-R2 block = CRF-BP/CRF-R2 complex antagonism. 0.59% of 350,000 active. inhibition, % at 11.8 µM. HEK293 CRF-R2/CRF-BP, CRF-induced calcium fluorescence;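 active means inhibition of the ligand-induced calcium signal above about 50% at the single tested concentration, limit read from the data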
M4 PAM = potentiates acetylcholine response at human M4 receptor; 0.4% of 360,000 active; AID 624126; CHO-K1 hM4/Gqi5, Fluo-8 calcium fluorescence, ACh EC20; 0% = ACh EC20, 100% = maximal ACh; activation, % at 3 µM;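 active means activation above its plate's cutoff, the mean activation of sample wells plus 3 SD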; further: some results filed as inactive read as strong as hits
CRFBP-R2 agonist = agonists of human CRF-binding protein/CRF-R2 receptor complex; HEK293 CRF-R2/CRF-BP, calcium dye fluorescence (FLIPR); percent of saturating CRF peptide response; activation, % at 13.2 µM; 0.46% of 350,000 active; AID 588473;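 active means activation of at least 50%, plus an integration ratio under a set limit after plate pattern correction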;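 further: plate controls were neutral control wells without compound for no effect and CRF at EC100 for full effect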
The depositor's hits bear a star; / = not tested or not shown.

cpd	canonical_smiles	CHRM5 antagonist	CHRM5 agonist	M4 ag	CHRM4 antagonist	M1 PAM	CHRM5 PAM	CRFBP-R2 block	M4 PAM	CRFBP-R2 agonist
1	Cc1ccc(C(=O)COC(=O)CNC(=O)COc2ccccc2C)cc1C	-5	-1	1	1	4	2	14	-4	0.2
2	O=S1(=O)C[C@H](N2CCC(Cc3ccccc3)CC2)[C@@H](COCc2ccccc2)N1	0	-1	1	5	1	-4	/	-11	/
3	COc1cc(COCC(O)CN2CCOCC2)cc(OC)c1OC (stereo not given)	1	0	0	-3	8	3	-1	-1	-1.6
4	CCc1ccc(N2C=C(C(=O)OC)C(c3ccccc3F)C(C#N)=C2N)cc1 (stereo not given)	15	-2	5	-13	/	-14	/	-3	/
5	C=CC[C@H](CC(=O)N(CCO)Cc1ccccc1)C(=O)N[C@H](COC(=O)[C@@H](CC=C)Cc1ccc(F)cc1)Cc1ccccc1	6	3	10	8	-3	-9	15	-6	0.2
6	O=C(O)CSCC(=O)Nc1ccccc1SCCS(=O)(=O)c1ccc(Cl)cc1	5	-3	0	-4	12	-1	4	6	3.5
7	CC(c1ccc(C(C)(C)C)cc1)S(=O)CC(O)CO (stereo not given)	-3	-2	0	-2	6	-1	15	5	-1.2
8	O=C(Cn1c(=O)oc2ccccc21)N1CCCCC1	1	0	0	-6	-11	1	-6	-3	0.2
9	COc1ccc(C(=O)NCc2cccnc2)cc1OC	11	-2	1	-3	2	-7	11	0	-0.1
10	OCC1OC(c2ccc(O)cc2O)C(O)C1O (stereo not given)	-2	2	2	2	/	-2	/	8	/
11	O=C(Cc1ccccc1Cl)Nc1cccc(S(=O)(=O)N2CCOCC2)c1	-13	1	2	-1	8	3	6	2	1.8
12	CCN(CC)Cc1c(O)c(Cl)cc2c(C)cc(=O)oc12	-6	0	1	4	5	-5	6	-2	-0.4
13	CC(=O)c1cccc(NC(=S)NC(=O)c2ccc(C)cc2Cl)c1	19	-6	3	0	-4	-14	-20	-2	-0.7
14	CC1CCCN(S(=O)(=O)c2cc(C(=O)NCCc3ccc(S(N)(=O)=O)cc3)ccc2Cl)C1 (stereo not given)	10	0	12	7	1	-17	-2	-4	-0.3
15	Cc1ccc(C2NC(=O)NC3=C2CCc2ccccc23)cc1 (stereo not given)	-8	3	3	7	-4	3	-39	3	-0.1
16	Cc1ccc(S(=O)(=O)Nc2nc(C)c(C(=O)Nc3ccccc3)s2)cc1	1	0	0	-10	8	-6	14	5	-1.3
17	O=C(CCc1nc(-c2ccccc2)no1)NC1CCCCCC1	8	2	3	-2	-5	-9	-3	0	-0.5
18	N#Cc1cccc(CN2CCCN(Cc3ccc(F)cc3)S2(=O)=O)c1	-4	-3	13	-26	-2	-18	38	-9	-2.2
19	Cc1cc(OCC(=O)NCc2cccnc2)ccc1[N+](=O)[O-]	9	0	1	9	6	2	-8	-2	-0.4
20	CCOC(=O)C1/C(=N\O)CC(C)(O)C(C(=O)OCC)C1c1ccc(N(C)C)cc1 (stereo not given)	1	1	3	-5	9	-5	-11	1	1.4
21	Cc1ccc(SC(=O)c2c(C)noc2-c2cc(C)on2)cc1	-4	1	0	5	10	7	-9	-5	-1.2
22	C=C(C)CNC(=S)N/N=C/C1=CCC2CC1C2(C)C (stereo not given)	-4	-7	-2	-3	-6	-5	-20	-10	-0.3
23	COc1ccc(CN(C)CC(=O)c2c(N)n(Cc3ccccc3)c(=O)n(C)c2=O)c(OC)c1	4	-5	2	-5	9	2	3	8	-1.3
24	Cc1ccc(OCC(=O)Oc2cccc(C)c2)cc1	1	-2	2	15	11	-1	4	-4	-0.2
25	COC(=O)C1CCN(C2=C(NS(=O)(=O)c3ccc(Cl)cc3)C(=O)c3ccccc3C2=O)CC1	-5	-11	0	-1	-2	6	-19	-18	-6.7

Part of the list above, with two lines to a compound.
Each structure is followed by: CHRM5 antagonist, CHRM5 agonist, M4 ag, CHRM4 antagonist, M1 PAM, CHRM5 PAM, CRFBP-R2 block, M4 PAM, CRFBP-R2 agonist
8	O=C(Cn1c(=O)oc2ccccc21)N1CCCCC1
    1, 0, 0, -6, -11, 1, -6, -3, 0.2
9	COc1ccc(C(=O)NCc2cccnc2)cc1OC
    11, -2, 1, -3, 2, -7, 11, 0, -0.1
13	CC(=O)c1cccc(NC(=S)NC(=O)c2ccc(C)cc2Cl)c1
    19, -6, 3, 0, -4, -14, -20, -2, -0.7
21	Cc1ccc(SC(=O)c2c(C)noc2-c2cc(C)on2)cc1
    -4, 1, 0, 5, 10, 7, -9, -5, -1.2

Further results.
cpd	canonical_smiles	CHRM5 antagonist	CHRM5 agonist	M4 ag	CHRM4 antagonist	M1 PAM	CHRM5 PAM	CRFBP-R2 block	M4 PAM	CRFBP-R2 agonist
26	COc1cc(C(C(=O)NC2CCCCC2)N(C(=O)Cc2c[nH]c3ccccc23)c2ccc(C)cc2)cc(OC)c1OC (stereo not given)	3	0	3	6	0	1	50	-9	-2.2
27	C=C(C)CSc1[nH]c(=O)cc(C)c1C#N	3	1	1	5	-3	-4	24	-5	-1.7
28	COc1ccc(CCNC(=O)C(=O)NCCC2CCCCN2S(=O)(=O)c2cccs2)cc1 (stereo not given)	8	0	14	-15	10	-9	-1	1	-0.9
29	COc1ccc(OC)c(CN2CCN(C(=O)c3cc(S(=O)(=O)Nc4ccccc4OC)ccc3C)CC2)c1	-9	1	12	-16	1	-2	-1	-3	-0.1
30	Cc1ccc(C(=O)C(C)OC(=O)Cn2[nH]c(=O)c3ccccc3c2=O)cc1C (stereo not given)	4	-2	4	-8	5	0	-5	7	-0.4
31	Cc1oc(C(C)(C)C)cc1C(N)=O	-1	0	1	7	6	1	-7	0	-1.1
32	Cc1c(C=N)c(O)n(C)c(=O)c1C#N	7	5	10	0	2	-3	-1	-4	0.2
33	CC(=O)Nc1c2c(nn1-c1ccccc1C)CS(=O)C2 (stereo not given)	-4	-1	1	-5	9	3	18	-1	-0.1
34	COCCNC(=O)c1cc(-c2ccc(-c3ccccc3)cc2)nc2ccccc12	8	-7	12	8	3	-5	2	-9	0.2
35	Cc1ccc(C(=O)N[C@H](C(=O)NC2CCCCCCC2)C(C)C)cc1	17	-3	1	3	2	-4	-6	-2	1.1
36	Cc1[nH]c2ccc(C(=O)N3CCC(C(N)=O)CC3)cc2c1C	7	1	1	-6	0	4	2	4	1.6
37	CNC(=O)NC(=O)CSc1ccc(NC(C)=O)cc1	2	-2	0	1	9	0	2	0	0.7
38	O=C(c1ccc(Cn2cc(Cl)c([N+](=O)[O-])n2)cc1)N1CCN(Cc2ccccc2)CC1	2	-6	4	6	-2	3	13	-2	0.3
39	O=C(O)C1CCCCC1C(=O)Nc1ccc(S(=O)(=O)N2CCCCCC2)cc1 (stereo not given)	6	0	1	-9	8	4	-9	-2	-0.1
40	O=C(O)CC/C(=C\c1cc([N+](=O)[O-])ccc1Cl)c1nc2ccccc2s1	7	0	0	8	1	0	12	5	-0.8
41	COC(=O)c1c(NC(=S)NN2CCOCC2)sc2c1CCCC2	13	-5	0	10	9	-1	-64	3	-2.1
42	C#CCOCCOCCOCCNc1nc(N2CCOCC2)nc(N2CCN(C(=O)[C@H](C)n3cc(CCCN=C(N)N)nn3)CC2)n1	8	0	0	0	6	5	7	9	1.2
43	O=C(Nc1ccc(S(=O)(=O)Nc2ncccn2)cc1)C1=NN(c2ccccc2)C(=O)CC1	3	1	0	12	18	8	8	17	-0.6
44	CN1CCN(C(=O)c2ccc(COc3ccc(C(C)(C)C)cc3)o2)CC1	1	-3	7	8	-21	-16	-13	-4	2.5
45	CCOc1ccc(NC(=O)CN(C)C(=O)c2c(C)nn(-c3ccc(F)cc3)c2Cl)cc1OCC	-8	3	-1	-4	15	0	-4	3	-1.3
46	COc1ccc(C2=NS(=O)(=O)N(C)C(C(=O)N3CCc4ccccc4C3)=C2)cc1OC	13	4	25	-6	-19	-17	-1	-12	-0.9
47	COc1ccc(C(C(=O)NC(C)(C)C)N(Cc2cccnc2)C(=O)CCC(=O)Nc2cc(C)on2)cc1 (stereo not given)	10	-5	0	-21	0	1	-2	1	1.3
48	COc1ccc([C@H]2N[C@]3(CCCN(Cc4ccc(Br)cc4)C3=O)[C@H]3C(=O)N(Cc4ccccc4)C(=O)[C@@H]23)cc1	9	0	6	-15	-2	-3	-5	-8	0.8
49	Clc1cccc(Cl)c1Cn1cnc2c(NCc3ccco3)ncnc21	-3	-1	1	6	4	8	23	-4	-1.0
50	COc1ccc2[nH]c(C(=O)O)c(NC(=O)c3ccccc3[N+](=O)[O-])c2c1	6	0	0	-12	10	-1	-3	5	-0.5

Among those listed so far, these contain a COOH group:
cpd	canonical_smiles	CHRM5 antagonist	CHRM5 agonist	M4 ag	CHRM4 antagonist	M1 PAM	CHRM5 PAM	CRFBP-R2 block	M4 PAM	CRFBP-R2 agonist
6	O=C(O)CSCC(=O)Nc1ccccc1SCCS(=O)(=O)c1ccc(Cl)cc1	5	-3	0	-4	12	-1	4	6	3.5
39	O=C(O)C1CCCCC1C(=O)Nc1ccc(S(=O)(=O)N2CCCCCC2)cc1 (stereo not given)	6	0	1	-9	8	4	-9	-2	-0.1
40	O=C(O)CC/C(=C\c1cc([N+](=O)[O-])ccc1Cl)c1nc2ccccc2s1	7	0	0	8	1	0	12	5	-0.8
50	COc1ccc2[nH]c(C(=O)O)c(NC(=O)c3ccccc3[N+](=O)[O-])c2c1	6	0	0	-12	10	-1	-3	5	-0.5

Shown as labelled records: part of the list above
50	COc1ccc2[nH]c(C(=O)O)c(NC(=O)c3ccccc3[N+](=O)[O-])c2c1
  CHRM5 antagonist: 6
  CHRM5 agonist: 0
  M4 ag: 0
  CHRM4 antagonist: -12
  M1 PAM: 10
  CHRM5 PAM: -1
  CRFBP-R2 block: -3
  M4 PAM: 5
  CRFBP-R2 agonist: -0.5
11	O=C(Cc1ccccc1Cl)Nc1cccc(S(=O)(=O)N2CCOCC2)c1
  CHRM5 antagonist: -13
  CHRM5 agonist: 1
  M4 ag: 2
  CHRM4 antagonist: -1
  M1 PAM: 8
  CHRM5 PAM: 3
  CRFBP-R2 block: 6
  M4 PAM: 2
  CRFBP-R2 agonist: 1.8

Next records follow:
cpd	canonical_smiles	CHRM5 antagonist	CHRM5 agonist	M4 ag	CHRM4 antagonist	M1 PAM	CHRM5 PAM	CRFBP-R2 block	M4 PAM	CRFBP-R2 agonist
51	CSc1c2c(nc3ncnn13)CCC2	9	0	0	4	-2	-6	-5	-1	-0.9
52	COc1cccc(CNc2nc(NCC3CC3)nc3ccsc23)c1	31*	4	21	8	-11	-16	/	-13	/
53	CCCc1cc2c(=O)c(-c3nc4ccccc4s3)c(COCC(=O)O)oc2cc1O	-2	0	0	3	8	-2	-18	-1	7.8
54	CC(C)/C=C/C(=O)N1CCC(N2CCC(C(=O)NCc3ccccn3)CC2)CC1	1	-4	0	-3	3	0	-3	-2	-0.2
55	COc1ccc(/C=N/Nc2nc(-c3ccc(C)cc3)c(NC(C)=O)s2)cc1OC	-4	3	1	-9	0	5	4	-8	-0.6
56	Cc1oc2cc3oc(=O)c(CCC(=O)N[C@H](C(=O)O)C(C)C)c(C)c3cc2c1C	-3	-3	0	-11	15	3	-2	6	-2.2
57	COc1ccc(NCc2nnc(SCC(=O)Nc3ccccc3)n2C)cc1	-7	-2	2	3	13	11	-15	1	1.4

Screens deposited in PubChem by several laboratories.
